# SENP8 inh: human SENP8 protease inhibitors, primary screen, biochemical, fluorescence, Nedd8 protein substrate, uHTS. Sentrin-specific protease 8 (Homo sapiens), Q96LD8. AID 602440, 2012. recombinant SENP8. inhibition, % at 20 µM. hit rate 0.64% among 360,000; in the data active = inhibition mostly above about 40%, no sharp cut-off; inactive = mostly below about 27%
# Target sequence (Q96LD8 whole entry, looked up): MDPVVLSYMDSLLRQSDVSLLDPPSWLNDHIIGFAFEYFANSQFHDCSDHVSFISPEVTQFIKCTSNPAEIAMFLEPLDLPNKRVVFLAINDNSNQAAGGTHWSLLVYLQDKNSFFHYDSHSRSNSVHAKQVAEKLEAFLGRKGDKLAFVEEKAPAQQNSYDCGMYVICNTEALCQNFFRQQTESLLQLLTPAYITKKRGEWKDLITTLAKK
# HKDC1 inh: HKDC1 hexokinase inhibitors, primary screen, biochemical, fluorescence, uHTS. Q2TB90. recombinant HKDC1, G6PDH/diaphorase resazurin coupled fluorescence. inhibition, % at 20 µM. hit rate 0.16% among 340,000. AID 493160, 2011;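 active = inhibition above about 35% when tested at 20 µM, limit read from the data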;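 also: plate controls were DMSO wells with enzyme for no effect and DMSO wells lacking enzyme for full effect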
#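 Material: recombinant HKDC1 hexokinase; Amount: HKDC1 at 5 µg/mL; Medium: Tris pH 8.0 buffer with MgCl2, Tween-20, BSA, BME; Schedule: 90 min reaction incubation at room temperature, dark; Technique: coupled resazurin fluorescence, excitation 525 nm, emission 613 nm.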
# PfG6PD inh: PfG6PD enzyme inhibitors, primary screen, biochemical, fluorescence intensity, uHTS. glucose-6-phosphate dehydrogenase-6-phosphogluconolactonase (Plasmodium falciparum 3D7). PfGluPho enzyme, NADPH resazurin-diaphorase fluorescence. inhibition, % at 20 µM. hit rate 0.78% among 350,000. AID 504690, 2011;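 active = inhibition reaching at least a set limit at 20 µM in the primary screen, cut at about 59% in these data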;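 also: 0% = DMSO wells with substrate and 100% = DMSO wells lacking glucose-6-phosphate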
# ATG4B inhibitor: ATG4B protease inhibitors, primary screen, biochemical, fluorescence, uHTS | Cysteine protease ATG4B (Homo sapiens), Q9Y4P1 | ATG4B cleavage of LC3-PLA2, NBD-HPC fluorescence, 1 h | inhibition, % at 8.33 µM | hit rate 0.51% among 340,000 | AID 504462, 2011; in the data active = inhibition above about 40%
# SENP6 block: SENP6 protease inhibitors, primary screen, biochemical, luminescence, uHTS; Sentrin-specific protease 6 (Homo sapiens), Q9GZR1; Recombinant SENP6 catalytic domain, aminoluciferin luminescence; inhibition, % at 10 µM; hit rate 1.8% among 330,000; AID 2599, 2010;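 active = inhibition above about 50% at the single tested dose, limit read from the data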;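 also: plate controls were DMSO wells with enzyme for no effect and DMSO wells lacking enzyme for full effect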
# Target sequence (Q9GZR1 628-1112 limits assumed): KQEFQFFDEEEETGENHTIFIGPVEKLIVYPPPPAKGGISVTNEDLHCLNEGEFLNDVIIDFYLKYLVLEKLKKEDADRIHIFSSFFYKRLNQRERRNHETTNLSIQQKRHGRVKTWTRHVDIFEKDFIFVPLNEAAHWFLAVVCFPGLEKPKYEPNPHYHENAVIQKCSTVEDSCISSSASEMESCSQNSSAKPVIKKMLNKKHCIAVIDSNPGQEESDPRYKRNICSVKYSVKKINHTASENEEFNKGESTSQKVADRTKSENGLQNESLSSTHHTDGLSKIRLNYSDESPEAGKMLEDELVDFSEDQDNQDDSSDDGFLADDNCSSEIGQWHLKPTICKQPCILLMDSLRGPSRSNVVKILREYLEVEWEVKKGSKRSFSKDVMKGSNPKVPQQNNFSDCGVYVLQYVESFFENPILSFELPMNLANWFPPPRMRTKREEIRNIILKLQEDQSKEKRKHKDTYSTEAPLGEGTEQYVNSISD
# MPTP inh: mitochondrial permeability transition pore inhibitors, primary screen, biochemical, isolated mouse mitochondria, absorbance; Ca2+ swelling absorbance, 30 min; hit rate 1.4% among 360,000; inhibition, % at 10 µM;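 active = inhibition of 50% or more, scaled per plate between neutral and stimulator controls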;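 also: 0% = DMSO wells given calcium and 100% = 1 mM EGTA wells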
# NR3A LBD binder: binders of NR3A ligand-binding domain, primary screen, biophysical, differential scanning fluorimetry, uHTS. NR3A LBD differential scanning fluorimetry, Tm shift; 0% = protein alone, 100% = glycine-bound protein. Tm shift relative to glycine control, % at 25 µM. hit rate 2.5% among 340,000;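 active = melting temperature shift of at least 10% of the positive control shift, at one fixed dose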
# SENP7 inh: SENP7 protease inhibitors, primary screen, biochemical, luminescence, uHTS; Sentrin-specific protease 7 (Homo sapiens), Q9BQF6; recombinant SENP7, Z-RLRGG-aminoluciferin luminescence, 40 min; inhibition, % at 5 µM; hit rate 1.5% among 330,000; AID 434973, 2010;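 active = inhibition above about 50% at the single test dose, limit read from the data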;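 also: plate controls were DMSO with enzyme for no effect and no enzyme buffer wells for full effect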
# Target sequence (Q9BQF6 706-1050 limits assumed): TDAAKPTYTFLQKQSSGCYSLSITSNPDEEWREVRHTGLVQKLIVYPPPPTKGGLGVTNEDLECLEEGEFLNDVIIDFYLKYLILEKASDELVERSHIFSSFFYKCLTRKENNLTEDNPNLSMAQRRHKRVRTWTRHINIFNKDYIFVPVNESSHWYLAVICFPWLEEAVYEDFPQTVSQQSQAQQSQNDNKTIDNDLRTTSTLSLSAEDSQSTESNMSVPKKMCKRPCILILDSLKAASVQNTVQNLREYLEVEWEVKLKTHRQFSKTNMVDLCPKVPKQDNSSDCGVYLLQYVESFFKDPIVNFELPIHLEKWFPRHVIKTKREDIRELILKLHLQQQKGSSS
# * = called active by the depositor; nt = not tested or not shown.
SMILES,SENP8 inh,HKDC1 inh,PfG6PD inh,ATG4B inhibitor,SENP6 block,MPTP inh,NR3A LBD binder,SENP7 inh
CCOC(=O)c1cc(C)nc(Sc2ccc(C)cc2)c1C#N,4.5,-3.2,5.3,-8.1,6.8,1.2,6.5,2.1
NS(=O)(=O)c1ccc(CCNC(=O)C(=O)NCC2OCCN2S(=O)(=O)c2ccc(F)cc2)cc1 (stereo not drawn),-5.5,-4.6,-4.0,-2.0,19.0,-2.6,-1.6,6.0
Cc1cc(C)c(NC(=O)c2ccccc2N(C)S(C)(=O)=O)c(C)c1,15.3,9.3,-17.0,-2.9,11.5,-3.5,-1.9,-8.1
O=C(CSc1nc2ccccc2c(=O)[nH]1)N1CCN(S(=O)(=O)c2ccccc2)CC1,11.9,-5.4,1.6,-3.0,-11.4,-1.6,-0.5,-2.2
COC(=O)C1=C(C(=O)OC)[C@@H]2N(C)c3ccccc3[C@@]23C[C@@H](C(=O)OC)N=C3N1,15.1,-0.5,5.3,-14.7,-2.4,-0.8,-1.0,-2.0
CCOC(=O)C1(CCOc2ccccc2)CCN(Cc2nccn2CC)CC1,-7.2,-8.2,26.7,-6.9,10.7,5.5,-19.2,16.2
CC(C)(C)c1ccc(C2C3=C(CCCC3=O)NC3=C2C(=O)c2ccccc23)cc1 (stereo not drawn),27.4,2.3,26.3,25.9,3.2,12.2,-7.3,-4.4
CCOC(=O)COc1c(OC)cc(Cl)cc1C1Nc2ccccc2C(=O)N1c1ccc(F)cc1 (stereo not drawn),-264.9,1.3,5.2,19.2,-18.9,0.7,3.0,-9.5
O=C(Nc1cccnc1Cl)c1noc2c1CCc1ccccc1-2,14.7,4.2,-3.2,12.4,31.4,0.8,-0.5,65.4*
CCOC(=O)C1CCCN(c2c(NCCCN(CC)c3cccc(C)c3)c(=O)c2=O)C1 (stereo not drawn),15.4,-7.3,1.2,-11.0,-7.7,-1.0,-3.1,-34.7
COC(=O)CCC(=O)OC1(C)C(=O)C2=CN(c3ccccc3)C(c3ccc(OC)cc3)=CC2=C(Br)C1=O (stereo not drawn),-61.1,38.2*,73.2*,-2.7,10.1,2.4,-2.5,9.0
O=C(Nc1ccc2ccccc2n1)c1ccc(Cl)cc1,-0.2,-2.2,7.1,-1.4,56.1*,-0.4,0.9,72.2*
COc1cc(NC(=O)CS(=O)(=O)c2ccccc2)cc(OC)c1OC,22.8,-4.8,3.3,3.3,2.1,-6.6,-0.2,-10.4
CCc1occc(=O)c1Oc1cc(NN2CCCCC2)c([N+](=O)[O-])cc1[N+](=O)[O-],21.1,-3.5,-10.2,2.5,-19.1,5.8,-3.8,-3.7
Cn1nc(CC(=O)NCCN2C(=O)CSC2=O)c2ccccc2c1=O,24.4,-5.5,-18.3,1.6,9.7,-0.5,-1.3,6.4
CCN(CC)C(=O)COc1ccc(/C(C)=N/NC(=O)c2ccccc2-n2cccc2)cc1,0.1,-5.9,0.1,2.2,-15.2,0.3,-1.9,-1.3
CCOC(=O)C1(CCOc2ccccc2)CCN(Cc2cccs2)CC1,21.4,-0.4,8.6,-1.9,-5.2,51.9*,0.8,0.2
COCCn1c(=NC(=O)c2ccc3c(c2)OCCO3)sc2cc(S(N)(=O)=O)ccc21,-430.7,-2.1,-9.8,-19.8,-4.9,-1.6,-2.1,3.6
Cc1cc(N)c2ccccc2n1,-7.0,0.5,-0.1,-4.9,1.3,-2.0,-0.2,2.0
Cc1c(-n2c(O)c(C3=c4ccccc4=NC3=O)sc2=S)c(=O)n(-c2ccccc2)n1C,8.7,5.0,12.9,2.2,15.9,2.3,-3.1,4.8

# An excerpt of these results, tab-delimited:
SMILES	SENP8 inh	HKDC1 inh	PfG6PD inh	ATG4B inhibitor	SENP6 block	MPTP inh	NR3A LBD binder	SENP7 inh
COC(=O)CCC(=O)OC1(C)C(=O)C2=CN(c3ccccc3)C(c3ccc(OC)cc3)=CC2=C(Br)C1=O (stereo not drawn)	-61.1	38.2*	73.2*	-2.7	10.1	2.4	-2.5	9.0
O=C(Nc1ccc2ccccc2n1)c1ccc(Cl)cc1	-0.2	-2.2	7.1	-1.4	56.1*	-0.4	0.9	72.2*
COc1cc(NC(=O)CS(=O)(=O)c2ccccc2)cc(OC)c1OC	22.8	-4.8	3.3	3.3	2.1	-6.6	-0.2	-10.4
CCc1occc(=O)c1Oc1cc(NN2CCCCC2)c([N+](=O)[O-])cc1[N+](=O)[O-]	21.1	-3.5	-10.2	2.5	-19.1	5.8	-3.8	-3.7
Cn1nc(CC(=O)NCCN2C(=O)CSC2=O)c2ccccc2c1=O	24.4	-5.5	-18.3	1.6	9.7	-0.5	-1.3	6.4
CCN(CC)C(=O)COc1ccc(/C(C)=N/NC(=O)c2ccccc2-n2cccc2)cc1	0.1	-5.9	0.1	2.2	-15.2	0.3	-1.9	-1.3
CCOC(=O)C1(CCOc2ccccc2)CCN(Cc2cccs2)CC1	21.4	-0.4	8.6	-1.9	-5.2	51.9*	0.8	0.2
COCCn1c(=NC(=O)c2ccc3c(c2)OCCO3)sc2cc(S(N)(=O)=O)ccc21	-430.7	-2.1	-9.8	-19.8	-4.9	-1.6	-2.1	3.6
Cc1cc(N)c2ccccc2n1	-7.0	0.5	-0.1	-4.9	1.3	-2.0	-0.2	2.0
Cc1c(-n2c(O)c(C3=c4ccccc4=NC3=O)sc2=S)c(=O)n(-c2ccccc2)n1C	8.7	5.0	12.9	2.2	15.9	2.3	-3.1	4.8

# (listing goes on)
SMILES,SENP8 inh,HKDC1 inh,PfG6PD inh,ATG4B inhibitor,SENP6 block,MPTP inh,NR3A LBD binder,SENP7 inh
O=C(Cn1cc(/C=N/NC(=O)c2cccc(C(F)(F)F)c2)c2ccccc21)Nc1ccc(F)cc1,-39.6,4.2,-2.4,5.8,-11.1,2.4,15.8*,-7.1
CCOC(=O)C(=O)NCc1ccc(/C=C2/N=C(C)C(C(=O)OCC)=C2O)o1,-18.3,5.3,9.6,-0.8,-1.2,1.2,0.6,-7.3
Cc1ccc(C(NC(=O)NCCCN2CCOCC2)=C(Cl)Cl)cc1F,25.9,-8.0,-7.5,-2.3,1.4,7.0,0.0,-8.7
COc1ccc2c(c1OC)C(=O)OC2Nc1ccccc1S(=O)(=O)C(F)F (stereo not drawn),-1.2,-2.3,4.0,-3.5,-13.6,0.5,-1.0,-5.0
Cn1nc([N+](=O)[O-])nc1Oc1ccccc1,18.5,-3.8,-16.9,5.0,9.6,0.1,-0.1,3.8
Cc1cc(C)c(C(=O)COc2cccnc2[N+](=O)[O-])cc1C,11.7,14.8,39.5,-3.0,-8.5,1.8,0.6,-4.8
O=[N+]([O-])c1cccc(CN2CCCCCC2)c1,1.2,-0.4,-9.6,11.3,-4.8,-0.2,4.4,9.9
COc1cccc(C2C(C(=O)c3ccc(C)o3)=C(O)C(=O)N2c2cc(C)on2)c1 (stereo not drawn),-34.2,3.5,-11.9,-13.1,8.8,-1.7,1.3,8.6
CCC(C)(C)c1ccc(OCCCC[n+]2ccccc2)c(C(C)(C)CC)c1,16.1,nt,nt,nt,-23.7,6.5,-4.9,3.6
CCC1(OC(=O)CN(C)C)C(=O)OCc2c1cc1n(c2=O)Cc2cc3c(N)cccc3nc2-1 (stereo not drawn),-374.4,20.5,39.2,-1.0,nt,-0.8,-2.3,nt
O=S(=O)(c1cnccc1N1CCN(CCO)CC1)N1CCCCC1,5.3,-1.6,-9.6,-5.5,2.1,-0.5,-0.3,3.9
Cc1ccccc1NC(=O)c1cc2c(C)nc3ccccc3c2o1,16.3,15.1,12.6,-25.4,-5.5,5.3,-2.2,3.6
CCCn1c(=S)[nH]c2cc(C(=O)N3CCN(c4ccccc4OC)CC3)ccc2c1=O,15.8,-1.4,-7.3,8.6,-32.0,2.2,-1.9,-11.9
CC1(NS(=O)(=O)c2ccc(Cl)s2)CCS(=O)(=O)C1 (stereo not drawn),-22.1,1.8,15.0,-0.7,0.0,-0.1,-0.6,7.5
COCCCNCC(O)COc1cccc2[nH]c(C)cc12 (stereo not drawn),8.1,-8.8,-10.1,-13.3,-32.4,-1.8,-0.2,-4.2
O=C(OCc1ccccc1)N1CCCC1/C=C/CN1CCOCC1 (stereo not drawn),3.2,-1.5,6.6,-7.8,3.9,0.3,-1.1,-0.6
CC(C)COC(=O)c1cccc2c1-c1ccccc1/C2=N\O,8.3,2.4,-12.4,11.9,-5.8,6.1,6.3,4.0
CCCNC(=S)N1CCC(NC(=O)c2ccc(C)cc2)CC1,14.4,-5.9,0.6,-8.6,3.0,0.0,0.1,0.6
CC(=O)Nc1ccc(Nc2ccc(S(=O)(=O)C(F)(F)F)cc2[N+](=O)[O-])cc1,26.5,-9.8,4.9,37.9,nt,2.2,-0.5,nt
CCOC(=O)Cn1nc(C)c(NC(=O)COc2ccc(OC)cc2)c1C,23.9,-6.3,10.1,-3.1,6.5,0.9,-0.2,1.5
CC(C)NCc1cccc([N+](=O)[O-])c1,13.6,11.7,-5.2,1.5,-11.0,-1.0,-5.8,9.2
Nc1nc(CSCCO)nc(Nc2ccc(F)cc2)n1,6.5,-2.9,-4.8,-8.2,-13.2,-0.8,0.5,-10.6
Cc1cccc(NC(=O)c2cc(S(=O)(=O)NCc3ccco3)ccc2F)c1C,4.4,-11.0,1.4,-4.2,0.9,-0.3,0.1,-14.6
Cc1ccc(C)c(NC(=O)CCC(=O)NNC(=O)C(c2ccccc2)c2ccccc2)c1,2.8,-10.2,-5.3,8.8,-10.6,0.3,-1.0,0.3
O=C(NCc1ccccc1Cl)c1ccc(CSc2nc3ccncc3[nH]2)cc1,18.9,-1.3,-17.2,34.7,-10.1,1.3,-1.6,4.0
O=C(Nc1ccc(S(=O)(=O)Nc2nccs2)cc1)c1nn(-c2ccccc2)ccc1=O,17.0,11.9,-8.1,-1.6,13.9,-1.7,-4.1,2.4
O=C(Cn1cnc2c(NC(=O)OCc3ccccc3)ncnc21)NCCN1CCOCC1,8.6,-3.7,-0.8,-0.6,-1.9,-0.7,-1.3,4.7
Cc1ccc(-n2c(SCC(=O)N3CCOCC3)nnc2-c2ccncc2)cc1C,15.1,-7.7,-9.2,-5.7,2.6,0.2,0.3,-0.8
Cc1ccccc1C(=O)Nc1ccc(S(=O)(=O)N2CC(C)OC(C)C2)cc1 (stereo not drawn),11.8,-2.7,-1.5,-9.6,-5.8,0.0,1.3,2.9
Cc1ccc2nc(SCc3nnc(-c4ccccc4[N+](=O)[O-])o3)c(C#N)cc2c1,0.4,-8.4,9.8,10.0,nt,0.5,1.4,nt
CCCNC(=O)Nc1cc(S(=O)(=O)CC)ccc1O,21.2,3.7,-12.9,-2.0,-27.6,1.2,-2.2,3.3
Cc1c(Br)c([N+](=O)[O-])nn1C(C)C(=O)Nc1c(C)n(C)n(-c2ccccc2)c1=O (stereo not drawn),1.1,-13.0,-12.9,-7.7,3.8,14.9,-0.9,9.7
Cc1cc(C)cc(C(=O)NCC(=O)OCC(=O)NCC(F)(F)F)c1,12.9,12.6,-12.4,2.4,2.4,-2.8,1.1,-6.2

# Screens (PubChem)
